From PubChem
Arr AP2 block = human beta-arrestin and AP2 interaction inhibition; FITC-arrestin peptide / GST-AP2 beads, flow cytometry; AP2 beta2 appendage carries R879A mutation; inhibition, % at 10 µM; 340,000 tested, 0.31% active; AID 504490;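 active = inhibition above a set limit, near 3 SD of compounds lacking own fluorescence, cut at about 54% in these data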;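 note: plate controls were DMSO wells for no effect and 5 µM unlabelled arrestin peptide for full effect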
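System: GST-AP2 R879A glutathione beads; medium: PBS, Tween 20 0.05%, BSA 0.1%; reagent: fluorescein-tagged arrestin peptide at 50 nM final; schedule: pre-incubation 12 min, peptide binding 1 h, room temperature; detection: flow cytometry, FL1 (488/535 nm); read-out: inhibition as reduced fluorescein signal on beads, percent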
phage Ecoli inh = E. coli growth loss with phage present; inhibition, % at 11.9 µM; 360,000 tested, 0.26% active; growth absorbance; in the data active = inhibition above about 11%
OPRM1-OPRD1 inv = inverse agonists of human mu-delta opioid receptor heterodimerization; P35372+P41143; cell-based MOR-DOR heterodimer luminescence, inverse agonism; inhibition, % at 9.3 µM; 340,000 tested, 0.21% active; in the data active = inhibition above about 22%, passing the limit was not always enough;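 note: 0% = cells with DMSO and 100% = wells without cells with DMSO; values of inactives mirror those of a sister screen read the other way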
Target sequence (P35372 whole entry, looked up): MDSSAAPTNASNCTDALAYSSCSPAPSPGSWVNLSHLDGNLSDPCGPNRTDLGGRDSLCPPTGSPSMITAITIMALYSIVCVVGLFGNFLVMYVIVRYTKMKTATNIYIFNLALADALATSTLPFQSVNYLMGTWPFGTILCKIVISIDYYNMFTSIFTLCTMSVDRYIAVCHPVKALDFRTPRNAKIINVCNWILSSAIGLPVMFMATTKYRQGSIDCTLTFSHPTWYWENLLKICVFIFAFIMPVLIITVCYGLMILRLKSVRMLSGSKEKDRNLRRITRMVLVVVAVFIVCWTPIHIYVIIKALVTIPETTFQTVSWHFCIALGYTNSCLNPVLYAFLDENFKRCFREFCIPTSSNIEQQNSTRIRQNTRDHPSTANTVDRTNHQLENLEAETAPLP
Target sequence (P41143 whole entry, looked up): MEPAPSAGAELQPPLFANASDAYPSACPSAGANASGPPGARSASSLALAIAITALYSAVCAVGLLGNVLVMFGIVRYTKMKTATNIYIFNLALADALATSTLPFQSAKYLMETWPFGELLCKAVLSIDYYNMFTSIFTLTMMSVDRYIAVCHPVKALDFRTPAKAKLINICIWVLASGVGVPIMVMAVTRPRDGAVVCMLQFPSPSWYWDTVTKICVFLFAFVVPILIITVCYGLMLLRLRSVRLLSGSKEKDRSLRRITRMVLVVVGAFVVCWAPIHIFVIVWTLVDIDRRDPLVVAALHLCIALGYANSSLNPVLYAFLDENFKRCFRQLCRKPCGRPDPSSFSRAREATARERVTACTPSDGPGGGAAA
SUMO Mot1 rescue = inhibitors of SUMOylation pathway: yeast Mot1-301 growth rescue | S. cerevisiae Mot1-301 growth rescue, ATP luminescence, 38.5C; percent above DMSO median, 100 means doubled | growth rescue, % at 18.8 µM | 320,000 tested, 1% active | AID 2716;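 active = every valid replicate shows activation above 250% relative to neutral control wells; inactive = the rest, any valid replicate at or below 250%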;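 note: OY570 slx delta 5 strain wells were the positive control but not used for scaling; some compounds called inactive have numbers as strong as hits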
Pemphigus Ab inh = blocks pemphigus antibody binding to human desmoglein-3. DSG3-coupled beads, scFv-anti-DSG3-GFP binding, flow cytometry; stronger effect = lower value. binding (percent of control), % at 10 µM. 310,000 tested, 0.48% active. P32926;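 active = binding more than 3 SD below its plate's average and above zero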;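 note: hits lower antibody fragment binding to DSG3; some compounds called inactive have numbers as strong as hits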
MOR-DOR ag = OPRM1-OPRD1 heterodimerization agonism; cells, luminescence; activation, % at 9.3 µM; 340,000 tested, 0.3% active; in the data active = activation above about 18%;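 note: 0% = vehicle-treated cells and 100% = reference agonist; values of inactives mirror those of a sister screen read the other way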
E coli growth = reduces bacterial viability in AddAB counter-screen. inhibition, % at 11.9 µM. 330,000 tested, 0.27% active. E. coli V3065 growth, OD600 absorbance, 18 h;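 active = inhibition above the campaign's mean inhibition across all tested compounds plus 3 SD, cut at about 9.9% in these data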;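 note: uninfected addAB+ strain grown without phage in ampicillin broth; 0% = DMSO wells and 100% = ciprofloxacin 0.95 µg/ml wells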
AddAB inh = less growth of phage-infected E. coli with AddAB; AID 435030; E. coli expressing H. pylori AddAB, absorbance growth; inhibition, % at 11.9 µM; 330,000 tested, 0.29% active; in the data active = inhibition above about 12%;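 note: 0% = vehicle wells of infected cells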
PfHsp90 yeast 2 = inhibits growth of yeast expressing Plasmodium falciparum Hsp90; S. cerevisiae expressing PfHsp90, BacTiter-Glo ATP, 48 h; yeast lacking PDR1 and PDR3 efflux regulators; inhibition, % at 9.4 µM; 310,000 tested, 0.32% active; AID 504621;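 active = every replicate shows inhibition above about 80%, whatever the replicate mean, limit read from the data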;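 note: 0% = DMSO neutral controls and 100% = 20 µM radicicol positive controls; yeast relying on Plasmodium falciparum Hsp90 in place of its own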
Tat transport = blocks Tat-dependent protein export in E. coli; 340,000 tested, 0.036% active; E. coli MC4100 TorA-mCherry Tat export, fluorescence; inhibition, % at 10 µM;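 active = mean replicate inhibition at least 50% and at least half of replicates individually reaching 50%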;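 note: exported cargo escapes ClpAP degradation while cytoplasmic cargo is degraded and loses fluorescence; 0% = median of neutral control wells and 100% = median of NaSCN control wells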
PKA-R1A act = activates the PKA-R1A holoenzyme complex. PKA-R1A dissociation, Cy5-IP20 fluorescence polarization; scaled: DMSO 0%, 113 µM cGMP 100%. activation, % at 11.4 µM. 340,000 tested, 0.083% active. AID 504707;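 active = percent activation above the mean of all tested compounds plus 3 SD, cut at about 19% in these data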;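 note: higher means more PKAc released from R1A so a rise in polarization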
Active calls of the source: *; i = inactive; . = no result given.

Value order: Arr AP2 block, phage Ecoli inh, OPRM1-OPRD1 inv, SUMO Mot1 rescue, Pemphigus Ab inh, MOR-DOR ag, E coli growth, AddAB inh, PfHsp90 yeast 2, Tat transport, PKA-R1A act
CCOC(=O)c1ccc(NC(=O)c2c(Cl)cc(C)nc2C)cc1
 : 7, 0.9, 7, -1, 119, -1.4, 1.5, -0.2, 3, -7, 1
CC(C)C[C@@H]1NC(=O)[C@H](Cc2ccccc2)N(C)C(=O)[C@H](C)NC(=O)c2ccccc2NC(=O)[C@H](Cc2ccc(O)cc2)N(C)C1=O
 : 23, 2.6, -37, -5, 103, 7.4, -0.7, 2.7, -11, -6, -6
CC(C(=O)N1CCc2ccccc21)N1CCN(Cc2ccccc2)CC1 (stereo not drawn)
 : 8, 0.0, 0, 79, 101, 0.0, 0.7, 1.2, 32, -5, 3
COC(=O)C1=C(C(=O)OC)[C@@H]2N(Cc3ccccc3)c3ccccc3[C@@]23C[C@@H](C(=O)OC)N(C(C)=O)C3=N1
 : -6, -0.5, 17, 12, 103, -3.1, 0.7, 3.0, ., -8, -3
Cc1ccccc1NC(=O)CSc1nc2ccccc2c(=O)n1C
 : 10, -0.2, 8, 1, 104, -1.5, ., ., 10, -8, 7
COc1ccccc1N(Cc1cc(=O)[nH]c2ccccc12)C(C)=O
 : 16, 2.1, 3, -20, 98, -0.5, -0.8, -1.8, 1, -8, -8
Cc1ccc(C(=O)Nc2ccc3c(c2)OCO3)cc1Cl
 : 0, 0.1, -11, 12, ., 2.0, 0.7, 1.6, ., 0, 5
CC1=C(C#N)C(NC(=O)c2ccco2)(C(F)(F)F)C(=O)N1 (stereo not drawn)
 : -1, 2.2, 6, 0, 104, -1.0, 1.7, -0.4, -5, 4, -7
CCOC(=O)c1ccccc1NC(=O)CN(c1ccccc1OC)S(C)(=O)=O
 : 26, -1.3, -3, -6, 94, 0.5, 0.4, 0.1, 2, -3, -5
COCCCNc1nc2c(-c3cccc(C)c3)nnn2c2ccc(Cl)cc12
 : 50, 2.1, -195, -17, 108, 42*, -0.3, 1.8, -8, -4, 2
CC1=CC(C)C(C(=O)O)C(C(=O)Nc2cccnc2)C1 (stereo not drawn)
 : 38, 0.6, 3, -7, 98, -0.6, 1.2, 1.9, -14, -4, -1
CSc1cccc(NC(=O)c2nnn(Cc3ccccc3)c2N)c1
 : -12, 4.5, -5, -5, 102, 1.0, 1.0, 5.3, -16, -4, 0
COC(=O)[C@]1(C)N[C@H](c2ccc(SC3CCCCC3)c(OC)c2)[C@@H]2C(=O)N(C)C(=O)[C@@H]21
 : -2, 2.5, 5, -8, 101, -1.0, 1.4, 3.7, 4, -1, -8
O=C(Nc1ccccc1)C1(c2ccccc2)CC1(Cl)Cl (stereo not drawn)
 : -1, 0.9, -1, i, ., 0.2, -0.3, 4.3, 60, 0, -1
CCOCCCNCc1cc(Br)ccc1OCC
 : -6, 2.9, 10, -33, 107, -1.9, 1.5, 1.4, ., 1, -14
Cc1ccc(C)c(N2CCN(C(=O)Cn3ncn4cccc4c3=O)CC2)c1
 : 11, 2.5, 6, -10, 108, -1.1, -4.6, 1.9, 6, 4, 3
O=C(CSc1nc2c([nH]c3ccccc32)c(=O)n1-c1ccccc1)N1CCOCC1
 : -1, 2.4, 23, -4, 96, -4.5, -0.7, 0.6, 24, 3, 1
CCOC(=O)c1sc(-c2ccccc2)cc1NC(=O)CSc1nnnn1C
 : 6, 1.9, 13, 47, 110, -2.2, 0.8, -0.9, 18, -7, 10
O=C1c2cccc3cccc(c23)C(=O)N1CC1CCN(S(=O)(=O)c2ccccc2)CC1
 : 19, 2.2, 0, ., 98, 0.0, ., ., -12, -2, -5
COc1cc2nc(/C=C/c3ccc(N(C)C)cc3)sc2cc1SC
 : 9, 4.3, 10, 95, 110, -1.8, 0.0, 4.3, 2, 7, -15

Profiles as entered above. Screens in order: Arr AP2 block, phage Ecoli inh, OPRM1-OPRD1 inv, SUMO Mot1 rescue, Pemphigus Ab inh, MOR-DOR ag, E coli growth, AddAB inh, PfHsp90 yeast 2, Tat transport, PKA-R1A act
Results for COc1cc2nc(/C=C/c3ccc(N(C)C)cc3)sc2cc1SC : 9, 4.3, 10, 95, 110, -1.8, 0.0, 4.3, 2, 7, -15
Results for Cc1ccc(C(=O)Nc2ccc3c(c2)OCO3)cc1Cl : 0, 0.1, -11, 12, ., 2.0, 0.7, 1.6, ., 0, 5

Further compounds follow:
Value order: Arr AP2 block, phage Ecoli inh, OPRM1-OPRD1 inv, SUMO Mot1 rescue, Pemphigus Ab inh, MOR-DOR ag, E coli growth, AddAB inh, PfHsp90 yeast 2, Tat transport, PKA-R1A act
CCOCCCN(C(=O)Cn1nnc(-c2ccc(C)o2)n1)C(C(=O)NC1CCCC1)c1ccc(C)o1 (stereo not drawn)
 : 11, 1.7, -5, ., 100, 0.8, ., ., 33, 6, -6
N#Cc1ccccc1NC(=O)C(=O)NCC1CCCN1S(=O)(=O)c1cccs1 (stereo not drawn)
 : 22, 3.0, -2, 25, 110, 0.3, 0.7, 0.9, 11, -1, 4
COC(=O)c1sc(NC(=S)NC(=O)c2ccccc2)nc1C
 : -4, 4.3, 11, -10, 101, -2.1, -1.5, 3.0, 1, 4, 2
CCC(C)NC(=O)c1ccc(-n2c(=S)[nH]c3ccccc3c2=O)cc1 (stereo not drawn)
 : 1, 2.6, 20, 20, 96, -4.2, -1.7, -0.1, -86, -11, 0
CSCC[C@H](NC(=O)N1CCn2c1nc1ccccc12)C(=O)NC1CC1
 : -10, 1.0, ., 1, ., ., -2.9, -0.5, -6, -4, -4
COCCn1c(CN(Cc2ccccc2)Cc2ccccc2)nc2c1c(=O)n(C)c(=O)n2C
 : -6, ., -17, -2, 95, 3.0, 0.4, 1.2, 9, 13, 4
Cc1ccccc1NC(=O)/C(C#N)=C\c1ccsc1
 : 25, 2.7, 7, 4, ., -1.4, 0.7, 4.0, 12, -4, 6
CCN(C(=O)c1cc2c(s1)-c1ccccc1S(=O)(=O)C2)c1cc(OC)ccc1OC
 : 10, 2.1, 6, -4, 98, -1.0, 1.6, -1.1, 5, 1, -8
O=C(Cn1cnc2c(nnn2-c2ccccc2)c1=O)NCc1ccco1
 : 6, 1.5, 1, -1, 104, -0.2, -1.5, 0.8, -9, -3, -4
CC(C)NS(=O)(=O)c1ccc(OCC(=O)Nc2cccc3ccccc23)cc1
 : 1, 2.5, 10, 0, 97, -1.9, -0.8, -0.2, 2, -14, -13
CC(C)(C)c1nc2cc(Cl)c([N+](=O)[O-])cc2o1
 : 3, -0.8, 0, 7, 97, 0.0, 0.5, -0.5, -6, 6, 14
COc1ccc(C2=NOC(C(=O)NCc3ccco3)C2)cc1 (stereo not drawn)
 : 3, -0.2, 7, -4, 100, -1.2, 0.2, 0.6, ., -2, -7
Cc1ncc([N+](=O)[O-])n1Cc1ccccc1F
 : 26, 0.6, 12, ., 91, -2.6, 1.4, 2.9, 5, -2, 2
COc1ccc(CN2CCN(C(=O)C3CCN(C(=O)Nc4ccccc4)CC3)CC2)cc1OC
 : -5, -2.0, 14, 1, 90, -3.2, -1.5, 0.7, ., -5, -5
O=P(CO)(Cc1ccccc1)Cc1ccccc1
 : -1, 3.0, 10, -18, ., -2.5, 0.6, 2.5, 7, 1, 7
CCN(CCO)C(=O)CC(c1ccccc1)c1cc(Br)ccc1O (stereo not drawn)
 : 29, 0.7, 11, -10, 108, -2.6, 2.0, 3.6, -21, -4, -16
COc1ccc(NC(=O)C2CCN(C(=O)[C@@H]3Cc4ccccc4CN3C(=O)OC(C)(C)C)CC2)cc1
 : 37, 1.3, 8, -1, 100, -1.6, 0.2, 0.7, -2, -5, 1
CC(=O)N1N=C(c2ccccc2)CC1c1cn(C)c2ccccc12 (stereo not drawn)
 : 29, 3.5, 2, -16, 82, -0.5, -0.8, 2.4, -9, 1, -11
CN(C(=O)COC(=O)c1cc(Br)c(Br)s1)C1CCS(=O)(=O)C1 (stereo not drawn)
 : 13, 0.2, 8, -5, 102, -1.6, 1.6, 2.9, 9, -25, -5
C=CCOc1ccc2oc(=O)cc(C)c2c1
 : 4, 2.5, 10, 15, 97, -1.9, 0.3, 2.8, 0, 2, -1

Two of the compounds above, with tabs:
molecule	Arr AP2 block	phage Ecoli inh	OPRM1-OPRD1 inv	SUMO Mot1 rescue	Pemphigus Ab inh	MOR-DOR ag	E coli growth	AddAB inh	PfHsp90 yeast 2	Tat transport	PKA-R1A act
COc1cc2nc(/C=C/c3ccc(N(C)C)cc3)sc2cc1SC	9	4.3	10	95	110	-1.8	0.0	4.3	2	7	-15
CCOCCCN(C(=O)Cn1nnc(-c2ccc(C)o2)n1)C(C(=O)NC1CCCC1)c1ccc(C)o1 (stereo not drawn)	11	1.7	-5	.	100	0.8	.	.	33	6	-6

(more compounds)
Value order: Arr AP2 block, phage Ecoli inh, OPRM1-OPRD1 inv, SUMO Mot1 rescue, Pemphigus Ab inh, MOR-DOR ag, E coli growth, AddAB inh, PfHsp90 yeast 2, Tat transport, PKA-R1A act
CC1(C)C2CCC1(C)C(OCC[N+](C)(C)CC(=O)OC1CCCCC1)C2 (stereo not drawn)
 : -3, 4.5, -4, 45, 86, 0.6, 1.5, 2.2, ., 7, 7
CC(C)(C)CN1CCN(Cc2cc3ccccc3[nH]2)CC1CCO (stereo not drawn)
 : -4, 1.2, -52, 80, 117, 11, -1.6, -0.7, -12, -9, 2
Nc1nonc1-n1nnc(C(=O)N/N=C/c2ccco2)c1-c1ccccc1
 : -1, 0.6, 19, -28, 95, -3.6, -0.6, 0.0, -1, 0, -2
COc1ccc(C(=O)Cc2cc(OC)c(OC)cc2[N+](=O)[O-])c(OC)c1
 : 1, 0.8, -7, 2, 95, 1.1, -1.1, 1.6, -14, 7, -2

A few values from the results shown:
CC(C)(C)CN1CCN(Cc2cc3ccccc3[nH]2)CC1CCO (stereo not drawn) | PKA-R1A act = 2
Nc1nonc1-n1nnc(C(=O)N/N=C/c2ccco2)c1-c1ccccc1 | MOR-DOR ag = -3.6

MOR-DOR ag, entries above that show a hit.
SMILES,Arr AP2 block,phage Ecoli inh,OPRM1-OPRD1 inv,SUMO Mot1 rescue,Pemphigus Ab inh,MOR-DOR ag,AddAB inh,PfHsp90 yeast 2,Tat transport,PKA-R1A act
COCCCNc1nc2c(-c3cccc(C)c3)nnn2c2ccc(Cl)cc12,50,2.1,-195,-17,108,42*,1.8,-8,-4,2
